High-throughput results (PubChem)
NS3h inh CB – blocks HCV NS3 helicase binding to DNA | hit rate 1.6% among 16,000 | inhibition, % at 100 µM | NS3h Cy5-dT15 DNA binding, fluorescence polarization;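 active means inhibition above the average over every tested compound plus 3 SD, cut at about 40% in these data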
Cy5 interf NS3h – counter-screen for HCV NS3 helicase inhibitors: fluorescence interference | hit rate 6% among 16,000 | Cy5-dT15 DNA with NS3h; actives lie on both sides; signal over control mean, under 1 quenches | fluorescence interference ratio at 100 µM | AID 720488;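 active means compound fluorescence over control fluorescence at most 0.8, a quencher, or at least a set upper limit, an enhancer; inactive means ratio between 0.8 and the set upper limit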
* marks the source's active call; other numbers are inactive results.

SMILES | NS3h inh CB | Cy5 interf NS3h
COc1ccc(N2C(=O)C3C(c4ccccc4Cl)OC4(C(=O)c5ccccc5C4=O)C3C2=O)c(OC)c1 (centres undefined) | 13 | 0.95
O=C(/C=C/c1ccc([N+](=O)[O-])cc1)Nc1ccc2c(c1)OCO2 | 15 | 1.1
Cc1ccc(N(CC(=O)Nc2c(C)n(C)n(-c3ccccc3)c2=O)S(=O)(=O)c2ccccc2)cc1 | -2 | 1.1
O=[N+]([O-])c1ccc(-c2ccc(/C=C/c3ccncc3)o2)cc1 | 0 | 0.98
CC(=O)Nc1ccc(NC(=O)CN2C(=O)c3ccccc3C2=O)cc1 | 19 | 1.1
COc1ccc(S(=O)(=O)Nc2cc(Br)c(O)c(Br)c2)cc1 | 4 | 0.97
Cc1nc2cc(S(=O)(=O)N(C)C)ccc2n1-c1ccccc1 | 4 | 0.98
Cc1ccccc1OCCOc1cccc(/C=C2/SC(=S)N(C)C2=O)c1 | 3 | 1.1
Cc1cc(Nc2ccccc2)n(C(=O)c2ccc([N+](=O)[O-])cc2)n1 | 10 | 0.74*
COc1ccc(OCC(=O)N2CCN(c3ccc([N+](=O)[O-])cc3)CC2)cc1 | 16 | 1
N/C(=N/OC(=O)c1ccc(I)cc1)c1ccc(Cl)cc1 | 8 | 1.1
NC1=C(Cl)C(=O)c2c(cccc2[N+](=O)[O-])C1=O | -14 | 0.85
O=C1CSC(c2ccc(Cl)c(Cl)c2)N1CC12CC3CC(CC(C3)C1)C2 (centres undefined) | 7 | 0.97
COc1ccc(NC(=O)c2ccc(OC)c(OC)c2)cc1Cl | 5 | 0.98
COC(=O)CNC(=O)c1cccc([N+](=O)[O-])c1 | 2 | 1.1
COc1ccc(OC)c(NC(=S)NC(NC(=O)c2cccc(C)c2)C(Cl)(Cl)Cl)c1 (centres undefined) | -7 | 1.1
O=C(O/N=C(\c1ccncc1)c1ccc([N+](=O)[O-])cc1)c1ccccc1F | 12 | 0.99
Cc1cc(C=O)c(C)n1-c1ccc(Cl)cc1 | 9 | 1.1
CCOc1ccc(S(=O)(=O)Nc2ccc(Cl)cc2)cc1 | 11 | 0.91
O=C1C2C3C=CC(C4CC34)C2C(=O)N1c1ccccc1Cl (centres undefined) | 3 | 0.93
O=C1C2ON(c3ccc(Cl)cc3)C(c3cc(Br)ccc3O)C2C(=O)N1c1ccccc1 (centres undefined) | 10 | 0.88
COc1ccc2nc(SCC(=O)Nc3ccccc3)[nH]c2c1 | 4 | 0.95
Fc1cccc(Cl)c1Cc1noc(-c2ccccc2Br)n1 | 3 | 0.95
O=C1NC(=O)N(c2ccc(Cl)cc2)C(=O)/C1=C/c1ccc(O)c(Cl)c1 | 74* | 1
COC(=O)CNC(=O)C1COc2ccccc2O1 (centres undefined) | 6 | 1.2*
Continued:
SMILES | NS3h inh CB | Cy5 interf NS3h
CCOC(=O)c1c[nH]c2c(CC)cccc2c1=O | 8 | 1
CCOC(=O)c1c(-c2ccccc2)oc2cc(Br)c(OCC(N)=O)cc12 | 8 | 0.9
CCCNC(=O)c1cc2nc(-c3ccc(OC)cc3)cc(C(F)(F)F)n2n1 | 12 | 0.91
Cn1c(=O)n(Cc2ccccc2Cl)c2ccccc21 | 9 | 0.98
O=C(NCCO)C(=O)NCCc1ccccc1 | -16 | 1
CCOC(=O)N1CCN(C(=O)CN(c2ccc(C)cc2)S(=O)(=O)c2ccc(F)cc2)CC1 | 0 | 0.96
COc1ccc(N(CC(=O)Nc2ccccc2Cl)S(C)(=O)=O)cc1 | 31 | 0.95
Cc1cc(C)c(S(=O)(=O)c2ccccc2C(C)(C)C)c(C)c1 | 9 | 1
Cc1nnc(Sc2nc(Sc3nnc(C)s3)nc(N3CCN(C)CC3)n2)s1 | -12 | 1.1
CCN1C(=O)/C(=C/c2ccc(C(C)(C)C)cc2)SC1=S | 13 | 0.88
Cc1cc(C)c(S(=O)(=O)Nc2ccc(Br)c3cccnc23)c(C)c1 | 3 | 1
C[n+]1ccc(/C=C/c2ccc3c(c2)OCO3)cc1 | 3 | 1.1
O=C(NC(=S)Nc1ccc2oc(-c3cc(I)ccc3Cl)nc2c1)c1ccco1 | -19 | 1.1
COc1ccccc1-c1coc2cc(OC(=O)c3c(C)cc(C)cc3C)ccc2c1=O | -3 | 0.99
O=C(COc1ccc2cc(-c3nc4ccccc4s3)c(=O)oc2c1)OCc1ccccc1 | 6 | 0.88
COc1cc(C(=O)N2c3ccccc3-c3c(ssc3=S)C2(C)C)cc(OC)c1OC | 13 | 1
COc1ccc(Cl)cc1NC(=O)C1=C(C)NC(=O)NC1c1ccc(Br)cc1 (centres undefined) | 16 | 0.95
Cc1cc(C(C)(C)C)ccc1OC(=O)Nc1ccccc1 | 5 | 1
[O-][n+]1cc(O)c(Br)c2ccccc21 | 11 | 0.7*
Cc1ccc(C)c(C(=O)CSc2n[nH]c(-c3ccccc3)n2)c1 | 12 | 0.96
CC(/C=C/c1ccccc1)=N/Nc1ccc([N+](=O)[O-])cc1[N+](=O)[O-] | 3 | 1
CC(=O)N1C(=O)/C(=C\C(=O)c2ccc([N+](=O)[O-])cc2)c2ccccc21 | 6 | 1
Cc1cccc(C(=O)Oc2ccc(/C=C3/SC(=S)N(c4ccccc4)C3=O)cc2)c1 | 4 | 1.1
C/C(=N/N=C1\NC(=O)C(CC(=O)Nc2ccc(Cl)cc2)S1)C(C)(C)C (centres undefined) | 6 | 0.95
CC1=C(C#N)C(c2cccc(O)c2)C2=C(CC(C)(C)CC2=O)N1 (centres undefined) | 7 | 1.1

Compound profiles, from the list above. Screens in order: NS3h inh CB | Cy5 interf NS3h
CCN1C(=O)/C(=C/c2ccc(C(C)(C)C)cc2)SC1=S reads 13 | 0.88
C[n+]1ccc(/C=C/c2ccc3c(c2)OCO3)cc1 reads 3 | 1.1

(further entries)
SMILES | NS3h inh CB | Cy5 interf NS3h
CS(=O)(=O)N(CC(=O)Nc1ccccc1Cl)c1ccc(Cl)cc1 | 8 | 0.97
COc1ccc(C2C=C(Nc3ccccc3)C(=O)N2c2ccccc2)c(OC)c1 (centres undefined) | -10 | 1
Cc1ccccc1/C=C1\SC(=S)N(Cc2ccccc2)C1=O | 1 | 1.1
O=C1CSC2(O1)C1CC3CC(C1)CC2C3 (centres undefined) | 5 | 1
N/C(=N/OC(=O)COc1ccc2ccccc2c1)c1ccccn1 | 10 | 1
CC1(C)C(c2ccccc2)=NC(c2ccc(F)cc2)N1O (centres undefined) | -3 | 1
CN(Cc1ccccc1)C(=O)c1cc(Cl)ccc1Cl | 7 | 1
CC(C)CCNS(=O)(=O)c1ccc(Cl)cc1 | 0 | 1
Cc1c(OC(C)C(=O)O)ccc2c(-c3ccccc3)cc(=O)oc12 (centres undefined) | 0 | 1
CCOC(=O)c1c(NC(=O)Cc2ccc(OC)cc2)sc(C(=O)Nc2cc(C(F)(F)F)ccc2Cl)c1C | -1 | 1
O=C(CCNc1ccc(Cl)c(C(F)(F)F)c1)c1ccco1 | 6 | 0.96
COc1ccc(C(NC(=O)c2cccc(OC)c2)NC(=O)c2cccc(OC)c2)cc1 | 11 | 0.91
Cc1ccc(C(=O)Nc2cccc3nsnc23)cc1 | 20 | 1.2
CCOC(=O)C1C(=O)CC(O)(c2cccc(Br)c2)CC1C=C(Cl)Cl (centres undefined) | 10 | 0.84
NC(=O)NC(c1ccccc1)c1ccccc1I (centres undefined) | 0 | 1.1
O=C1C2=C(C(c3ccccc3)=NCCN2)C(c2ccc3c(c2)OCO3)N1c1ccccc1 (centres undefined) | -2 | 1
CSc1nc2[nH]c3c(c2c2nnnn12)CCCC3 | 10 | 0.98
C[C@H](NC(=O)CCc1ccccc1)c1ccccc1 | 8 | 1.1
COc1ccc(NC(=O)c2nn3c(c2Cl)NC(c2cccs2)CC3C(F)(F)F)cc1OC (centres undefined) | 4 | 0.98
CN1CCN(c2ccc(/C=C3\Sc4ccccc4C3=O)cc2[N+](=O)[O-])CC1 | -3 | 0.79*
CN1C(=O)/C(=C\c2ccccc2OCCOCCOc2ccccc2)SC1=S | -2 | 1.1
CC1(c2ccccc2)CC(O)CC(c2ccccc2)N1 (centres undefined) | -17 | 0.96
COc1ccc(NC(=O)C2CC(=O)N(c3ccc(C)cc3)C2)cc1 (centres undefined) | 7 | 0.93
O=C1C(Cl)=C(NCc2ccccc2)C(=O)N1c1ccccc1 | 12 | 0.94
O=C(Cc1ccccc1)Nc1ccc(Cc2ccncc2)cc1 | 6 | 0.99
Further compounds follow:
SMILES | NS3h inh CB | Cy5 interf NS3h
CCN1C(=O)/C(=C\c2cn(-c3ccccc3)nc2-c2ccc(Br)cc2)SC1=S | 7 | 1.1
COc1ccccc1N1CCN(/N=C\c2ccccc2C)CC1 | 4 | 1
CC(C)CNC(=O)c1ccccc1NC(=O)CSCc1ccccc1 | 5 | 0.97
COc1ccc(Nc2ccc(OC)cc2)cc1 | 1 | 0.89
CCOc1ccc(N2C(=O)S/C(=C\c3ccc(OC)cc3)C2=O)cc1 | 2 | 1.1
CCOC(=O)CCCCC(=O)c1[nH]c(=O)[nH]c1C | -2 | 1.1
Cc1ccc(C(=O)Nc2cccc(-c3nc4ccccc4o3)c2C)cc1 | 11 | 0.99
Cc1cccc(NC(=O)c2ccc(OCC(C)C)cc2)c1 | 5 | 1
O=C(Nc1ccc2oc(-c3cccnc3)nc2c1)c1ccc(Br)o1 | -28 | 0.95
CCN(CC)C(=O)CCN1C(=O)/C(=C2\SC(=S)N(CCC(=O)N(CC)CC)C2=O)SC1=S | 4 | 1
Cc1ccc(CNC(=O)/C=C/c2ccccc2)cc1 | 12 | 0.82
O=C1c2ccccc2NC(c2ccccc2F)N1Cc1ccco1 (centres undefined) | 10 | 1
Cc1ccc(C(=O)C[n+]2cc(-c3ccccc3)n3c2CCCCC3)cc1 | 54* | 0.94
O=C(Nc1ccc(Cc2ccncc2)cc1)c1cccc(C(=O)Nc2ccc(Cc3ccncc3)cc2)c1 | 17 | 1
CCOC(=O)c1c(-c2ccccc2)c[nH]c1C | 6 | 0.97
Cc1ccc2c(c1)c1c3n2CCN(C(=O)CN2CCN(C(=O)c4ccco4)CC2)C3CCC1 (centres undefined) | -3 | 1
O=[N+]([O-])c1cccc(-c2ccc(CO)o2)c1 | -3 | 0.95
COc1ccccc1N1CCN(/N=C\c2ccc(Cl)c([N+](=O)[O-])c2)CC1 | 19 | 0.97
O=c1/c(=C/c2ccccc2OCc2ccccc2F)sc2nc3ccccc3n12 | -7 | 0.95
O=C(Cc1ccccc1)Nc1ccc(NC(=O)c2ccccc2)c(Br)c1 | 12 | 1
COc1ccc(Cl)cc1S(=O)(=O)N1CCC(Cc2ccccc2)CC1 | -6 | 0.97
O=C(COc1ccc2ccccc2c1Br)c1ccc(Br)cc1 | 8 | 0.98
O=C1CC(c2cccc([N+](=O)[O-])c2)Sc2nc3ccccc3n21 (centres undefined) | 12 | 0.91
O=C(NCc1ccco1)c1ccc(Cl)c([N+](=O)[O-])c1 | 4 | 1.1
CCc1ccc(NC(=O)C(=O)NCCCOC(C)C)cc1 | 7 | 0.88

7 of the entries above in order of the NS3h inh CB value, rising:
smiles	NS3h inh CB
O=C(Nc1ccc2oc(-c3cccnc3)nc2c1)c1ccc(Br)o1	-28
O=c1/c(=C/c2ccccc2OCc2ccccc2F)sc2nc3ccccc3n12	-7
CCOc1ccc(N2C(=O)S/C(=C\c3ccc(OC)cc3)C2=O)cc1	2
CC(C)CNC(=O)c1ccccc1NC(=O)CSCc1ccccc1	5
CCc1ccc(NC(=O)C(=O)NCCCOC(C)C)cc1	7
O=C(COc1ccc2ccccc2c1Br)c1ccc(Br)cc1	8
O=C1c2ccccc2NC(c2ccccc2F)N1Cc1ccco1 (centres undefined)	10

(listing goes on)
SMILES | NS3h inh CB | Cy5 interf NS3h
Brc1ccc(OCc2nc(-c3ccccn3)no2)cc1 | 18 | 1.1
CCC(=O)Nc1ccc(I)cc1Cl | -1 | 1
NC(=O)CN1C(=O)/C(=C2\SC(=S)N(Cc3ccccc3)C2=O)c2ccccc21 | 7 | 0.8*
CCOC(=O)c1ccc(-c2ccc(/C=C3/C(=O)NC(=O)N(c4ccccc4)C3=O)o2)cc1 | 24 | 0.92
COc1ccc(C(=O)NCCSCc2ccccc2Cl)cc1 | 20 | 0.99
CCOc1ccc(N(CC(=O)NCCc2ccccc2)S(=O)(=O)c2ccc(SC)cc2)cc1 | 11 | 1
Cc1cc(NC(=O)C(c2ccccc2)c2ccccc2)no1 | 14 | 1
COc1ccccc1N1C(=O)C(=Cc2cccn2C)C(=O)NC1=S | 44* | 0.68*
COc1ccc(Br)cc1/C=C/C(=O)Nc1ccc(Cl)cn1 | -6 | 1
CC1=C(C(=O)c2ccccc2)C(c2ccc(F)cc2)NC(=O)N1 (centres undefined) | 6 | 1.1
Cc1c(-c2ccc(C=O)o2)ccc([N+](=O)[O-])c1C | 40 | 0.98
O=S(=O)(c1ccccc1)N(Cc1ccc(F)cc1)c1ccccc1 | 10 | 0.91
Cn1c(=O)c2c(nc(-n3ccnc3)n2C)n(C)c1=O | -2 | 1.1
O=C(NC1C2CC3CC(C2)CC1C3)c1ccc(Cl)cc1Cl (centres undefined) | 7 | 1
CCOc1ccc2ccc(OCC)c(/C=C3/SC(=S)NC3=O)c2c1 | -2 | 1
O=C(Nc1cc([N+](=O)[O-])ccc1O)c1ccc(C(=O)Nc2cc([N+](=O)[O-])ccc2O)cc1 | 11 | 1.2*

Four of these compounds, reformatted:
Structure	NS3h inh CB	Cy5 interf NS3h
Cc1cc(NC(=O)C(c2ccccc2)c2ccccc2)no1	14	1
COc1ccccc1N1C(=O)C(=Cc2cccn2C)C(=O)NC1=S	44*	0.68*
COc1ccc(Br)cc1/C=C/C(=O)Nc1ccc(Cl)cn1	-6	1
CC1=C(C(=O)c2ccccc2)C(c2ccc(F)cc2)NC(=O)N1 (centres undefined)	6	1.1
